Bioassay records from PubChem BioAssay.
D3 antag: qHTS of D3 Dopamine Receptor Antagonist: qHTS | D3R cells, DiscoveRx beta-arrestin luminescence, antagonist mode; hits give low values | max response, negative = inhibition, % | actives 2.5% (n = 360,000); in the data active = max response below about -50%; inconclusive = no clear call, values can overlap the other calls; note: % is set by controls: 0 for no effect and ±100 for the full control effect; mostly tested at two doses, the higher about 12 µM
Target sequence (P35462 whole entry, looked up): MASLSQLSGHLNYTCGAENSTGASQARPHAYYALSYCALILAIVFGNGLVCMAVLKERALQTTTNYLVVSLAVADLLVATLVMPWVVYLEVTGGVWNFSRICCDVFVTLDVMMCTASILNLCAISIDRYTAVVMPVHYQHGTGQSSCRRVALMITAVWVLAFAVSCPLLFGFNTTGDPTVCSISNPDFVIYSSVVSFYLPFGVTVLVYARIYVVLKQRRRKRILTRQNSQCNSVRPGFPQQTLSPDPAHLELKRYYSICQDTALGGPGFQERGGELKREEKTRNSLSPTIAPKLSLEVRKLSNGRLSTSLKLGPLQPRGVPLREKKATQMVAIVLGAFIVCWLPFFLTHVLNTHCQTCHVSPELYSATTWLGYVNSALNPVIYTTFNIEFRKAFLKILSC
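Cells plated overnight at 1500 cells/well, then exposed to library compounds with dopamine controls for 90 minutes at 37 degrees C. DiscoveRx reagent added for 30–60 minutes at room temperature; luminescence read, quantitative HTS format.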
aSyn rescue: qHTS of alpha-syn Inhibitors; Yeast expressing alpha-synuclein, growth rescue, BacTiter-Glo, 24 h; Potency, µM (series often up to 46.1 µM), inactives show at the top dose growth rescue (activation), most hits filed as activators; actives 0.14% (n = 370,000); note: potency is the fitted concentration of half-maximal effect; % of control where 0% means no effect; nearly all actives have a fitted effect of over 65% in size
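Screening used galactose-induced yeast with toxic alpha-synuclein levels, exposed to compound for 24 hr at 30 deg C. Cell growth, read with BacTiter-Glo luminescence, gave the measured signal.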
EPAC2 agonist: qHTS for Agonist of cAMP-regulated guanine nucleotide exchange factor 4 (EPAC2): primary screen; EPAC2 activation, biochemical qHTS; response scale: 100% = 6.5 mM cAMP response; Potency, µM (titrated, usually from 154 µM), inactives show top-dose activation, hits mostly activators; actives 0.079% (n = 360,000); note: potency is the fitted concentration of half-maximal effect; nearly all actives have a fitted effect of over 50% in size
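Nucleotide exchange monitored as fluorescence drop when BODIPY-GDP leaves Rap1B. Reaction: 100 nM EPAC2, 250 nM RAP1B-BODIPY-GDP, 50 uM GDP, room temperature, kinetic read over 30 min. Activity expressed relative to 6.5 mM cAMP.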
Abeta rescue: qHTS for compounds that reverse cellular toxicity of Amyloid beta (A-beta) peptide in yeast: Primary Screen; yeast expressing A-beta42, growth rescue, OD600, 48 h; response scale: 0% DMSO, 100% iron-clioquinol control; AID 1347071, 2019; Potency, µM (titrated, usually from 46.1 µM), without a hit: at the highest dose growth rescue, actives largely listed as activators; actives 0.063% (n = 410,000); note: potency is the fitted concentration of half-maximal effect; nearly all actives have a fitted effect of over 55% in size
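Yeast growth medium received pinned compounds, then yeast cells expressing toxic A-beta were added; plates incubated at 30 C for 48 hr. Growth read as absorbance at 600 nm, normalized to DMSO and equimolar FeCl3 plus clioquinol controls.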
EPAC2 antag: qHTS for Antagonist of cAMP-regulated guanine nucleotide exchange factor 2 (EPAC2): primary screen; Potency, µM (titrated, usually from 114 µM), without a hit: at the highest dose activity, negative = inhibition, usual class: inhibitors; EPAC2 GEF exchange of Rap1B-BODIPY-GDP, fluorescence; AID 720708, 2013; actives 0.18% (n = 360,000); note: potency is the fitted concentration of half-maximal effect; % is set by controls: 0 for no effect and ±100 for the full control effect; nearly all actives have a fitted effect of over 45% in size; many of its hits are not listed in these tables
FUS suppressor: qHTS for Suppressors of FUS Proteinopathy: Primary screen using FUS-linked yeast assay. S. cerevisiae FUS-expressing, growth rescue, OD600, 24 h. Potency, µM (highest dose often 76.6 µM), for inactives: at the highest dose growth rescue (activation), actives largely listed as activators. actives 0.24% (n = 390,000);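 note: potency is the fitted concentration of half-maximal effect; plate controls were DMSO vehicle for no effect and reference control for full effect; nearly all actives have a fitted effect of over 55% in size; some results filed as inactive show a strong effect at the top dose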
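Galactose (2%) drives FUS expression in yeast precultured in raffinose; seeding density OD 0.005. Test compounds incubated 24hr at 30C and 99% humidity before absorbance at 600 nm was measured.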
TDP-43 yeast inh: qHTS of TDP-43 Inhibitors; TDP-43 expressing yeast growth rescue, BacTiter-Glo, 24 h; Potency, µM (series often up to 46.1 µM), without a hit: at the top dose growth rescue (activation), most hits filed as activators; actives 1.8% (n = 410,000); note: potency is the fitted concentration of half-maximal effect; % of control where 0% means no effect; nearly all actives have a fitted effect of over 50% in size
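Readout is BacTiter-Glo luminescence of cell growth, so inhibitors register as activators. TDP-43-expressing yeast at OD600=0.02 in galactose medium, after raffinose pregrowth to mid-log, were incubated with compound for 24 hr at 30 deg C.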
DRD3 agonist: qHTS of D3 Dopamine Receptor Agonist: qHTS; D(3) dopamine receptor (Homo sapiens), P35462; D3R DiscoveRx beta-arrestin cells, luminescence, 90 min; max activation, %; actives 0.58% (n = 410,000); in the data active = max activation above about 30%; note: 0% is about no effect; mostly tested at two doses, the higher about 12 µM
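Agonist-mode cell screen: cells plated at 1500/well and incubated overnight at 37 °C, then exposed to library compounds for 90 min at 37 °C. Detection reagent was added for 30–60 min at room temperature, and luminescence was read.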
* = called active by the depositor; ? = inconclusive; / = not tested or not shown; [ ] = remark or other dose. Unless noted, calls come from the whole dose curve; as a rule, active = well fitted curve in the direction sought with a large enough effect; inconclusive = small, poorly fitted or top-dose-only effect, or another doubt; inactive = no such curve, though single readings can be large; an effect the other way counts as inactive or inconclusive.

SMILES	D3 antag	aSyn rescue	EPAC2 agonist	Abeta rescue	EPAC2 antag	FUS suppressor	TDP-43 yeast inh	DRD3 agonist
COc1ccc(/C(O)=C2/C(=O)C(=O)N(CCN(C)C)C2c2cccnc2)cc1OC (stereo unspecified)	?	0%	-1%	-9%	0%	33%	-16%	-26
COC(=O)c1cc(OC)c(OC)cc1NC(=S)Nc1cccc(C(C)=O)c1	13	-7%	-13%	-13%	-11%	29%	-6%	4
CC(C)(C)NC(=O)NC(=O)COc1ccc(Br)cc1Br	-6	9%	3%	-42%[inhibitor]	-14%	11%	28µM*	3
CCC(C)NC(=O)CSc1nnc(-c2ccncc2)n1-c1ccc(OC)cc1 (stereo unspecified)	19	0%	-3%	-4%	2%	9%	9%	-1
CCOC(=O)C1=CN(Cc2cccc(F)c2)S(=O)(=O)N(C)C1c1ccc(C(F)(F)F)cc1 (stereo unspecified)	20	2%	0%	15%	-12%	4%	1%	-1
O=C(NCCOC(=O)c1ccc(F)cc1)c1ccc(F)cc1	0	-7%	10%	-17%	2%	-27%	0%	-5
CC(=O)Nc1cc(C(=O)N2CCOCC2)ccc1S(=O)(=O)c1ccc(C)cc1	-1	-6%	-6%	-6%	13%	-9%	-3%	4
CC1=C(C(=O)N2CCCCCC2)CC(CC(=O)NCCN2CCOCC2)C(=O)N1CCC1=CCCCC1 (stereo unspecified)	/	/	5%[76.9 µM]	/	16%[57.1 µM]	-6%	19%	/
CCCCOC(=O)C1=C(C)Nc2ncnn2C1c1cc(OC)ccc1OC (stereo unspecified)	19	/	2%	-5%	9%	8%	-3%	1
COCCCNC(=O)C1CCCN(S(=O)(=O)c2cccc3nsnc23)C1 (stereo unspecified)	-3	-1%	10%	0%	5%	27%	-29%	-4
Cc1cccc(NC(=O)C(NS(=O)(=O)c2ccc3c(c2)CCC(=O)N3)c2ccccc2)n1 (stereo unspecified)	-21	-19%	-5%	-5%	6%	21%	-26%	2
O=C(CSc1nnc(NC(=O)c2c(F)cccc2F)s1)NCc1ccco1	-9	-1%	-6%	9%	2%	6%	8%	-3
CCC(=O)c1ccc(OCC(=O)NCCc2ccccn2)cc1	22	3%	-2%	4%	1%	23%	/	5
O=C(Cc1ccc(Br)cc1)Nc1cccc(Cl)c1	?	-3%	19%	9%	-18%	2%	-23%	-1
CCC(C)[C@H](NC(=O)[C@@H]1CSC2c3ccccc3C(=O)N21)C(=O)N1CCCCC1 (stereo partly specified)	6	-1%	-1%	8%	3%	12%	11%	4
COc1ccccc1CNC(=O)Nc1nc(C(N)CCc2ccccc2)cs1 (stereo unspecified)	0	-10%	10%	-15%	8%	?	23%	-7
Cc1cccc(N(C(=O)CNC(=O)c2cccs2)C(C(=O)NC2CCCC2)c2cccnc2)c1 (stereo unspecified)	12	-4%	-1%	-20%	-6%	28%	-16%	4
CCc1ccc(C(=O)COC(=O)CNC(=O)c2ccc(N3C(=O)c4ccccc4C3=O)cc2)cc1	8	0%	10%	19%	-6%	26%	20%	2
Cc1ccc(-n2ncc(C(=O)N3CCN(c4ncccn4)CC3)c2C2CCN(C(=O)OC(C)(C)C)CC2)cc1	/	/	/	-3%	/	17%	-3%	-3
CC(=O)N(c1ccc(Cl)cc1)c1c[nH]c2ccccc12	-67*	-1%	0%	-17%	-11%	-9%	-8%	-25
O=C(/C=C/[C@H]1O[C@@H](n2ccc(=O)[nH]c2=O)[C@H](O)[C@@H]1O)NCCCc1ccccc1	38	-5%	6%	0%	8%	-11%	23%	8
COc1ccc(S(=O)(=O)N2CCN(C(=O)NCc3ccccc3)CC2)cc1	-3	11%	1%	2%	-2%	4%	23%	4
Cn1cnc(C(=O)N2CCN(C(=O)OC(C)(C)C)CC2)c1C(=O)N1CCN(C(=O)OC(C)(C)C)CC1	-12	-10%	1%	-5%	2%	-14%	14%	7
Cc1cccc(C(=O)NCC(=O)NC2CCN(Cc3ccccc3)CC2)c1	0	0%	4%	14%	-3%	15%	23%	-7
COC(=O)[C@@]12C[C@@H](CC(=O)NCc3ccc(C)o3)C(=O)N(Cc3ccccc3)C1=CCC(C)(C)C2	-16	8%	7%	14%	-15%	35%	21%	-10

Six structures out of the list, arranged by molar mass, smallest number first:
SMILES	D3 antag	aSyn rescue	EPAC2 agonist	Abeta rescue	EPAC2 antag	FUS suppressor	TDP-43 yeast inh	DRD3 agonist
Cc1cccc(C(=O)NCC(=O)NC2CCN(Cc3ccccc3)CC2)c1	0	0%	4%	14%	-3%	15%	23%	-7
O=C(/C=C/[C@H]1O[C@@H](n2ccc(=O)[nH]c2=O)[C@H](O)[C@@H]1O)NCCCc1ccccc1	38	-5%	6%	0%	8%	-11%	23%	8
CC(=O)Nc1cc(C(=O)N2CCOCC2)ccc1S(=O)(=O)c1ccc(C)cc1	-1	-6%	-6%	-6%	13%	-9%	-3%	4
CC(C)(C)NC(=O)NC(=O)COc1ccc(Br)cc1Br	-6	9%	3%	-42%[inhibitor]	-14%	11%	28µM*	3
COC(=O)[C@@]12C[C@@H](CC(=O)NCc3ccc(C)o3)C(=O)N(Cc3ccccc3)C1=CCC(C)(C)C2	-16	8%	7%	14%	-15%	35%	21%	-10
Cn1cnc(C(=O)N2CCN(C(=O)OC(C)(C)C)CC2)c1C(=O)N1CCN(C(=O)OC(C)(C)C)CC1	-12	-10%	1%	-5%	2%	-14%	14%	7

Remaining list, next part.
SMILES	D3 antag	aSyn rescue	EPAC2 agonist	Abeta rescue	EPAC2 antag	FUS suppressor	TDP-43 yeast inh	DRD3 agonist
CCOC(=O)COc1cc(-n2c(=S)[nH]c3ccccc3c2=O)c(Cl)cc1Cl	1	7%	30%	4%	-22%	40%	14%	-6
COc1cccc(NC(=O)COC(=O)c2ccco2)c1	-21	-2%	3%	-4%	4%	8%	-15%	-6
CCCn1nnc(NC(=O)Cc2ccccc2)n1	8	-1%	5%	25%	-6%	18%	-8%	5
Clc1ccc(COn2c(-c3ccc(Cl)cc3Cl)nc3ncccc32)cc1	-14	14%	1%	-26%	-10%	?	?	1
O=C(COC(=O)c1cnccn1)c1ccc(OC(=O)c2ccccc2)cc1	8	4%	-1%	1%	-1%	12%	-2%	-4
CCCN(CCC)C(=O)Cn1ccc(=N)c2ccccc21	65	-3%	2%	17%[9.22 µM]	9%	-58%	12%	-1
Cn1c(=O)c2sccc2n2c(CCCC(=O)NCCc3ccc(S(N)(=O)=O)cc3)nnc12	-2	2%	16%	2%	10%	9%	19%	-6
OCCC1CN(Cc2cccc3c2OCO3)CCN1C1CCCC1 (stereo unspecified)	-7	1%	4%	0%	6%	-4%	2%[0.397 µM]	-12
COc1ccc(Nc2nc(C)cc(C)c2C(N)=O)cc1OC	0	-1%	-1%	5%	2%	6%	/	-3
COc1cc(-c2cc(C(=O)Nc3c(Cl)cc(Cl)cc3Cl)c3ccccc3n2)cc(OC)c1OC	71	-8%	-1%	-12%	4%	7%	11%	16
CC1CCN(C(=O)CCN2C(=O)/C(=C/c3cccs3)SC2=S)CC1	20	7%	6%	-27%	-7%	10%	-9%	5
COC(=O)c1cc(OC)c(OC)c(OC)c1N	-10	?	-6%	13%	3%	5%	0%	-3
C/C(=N\Nc1nc(C)c(C)s1)c1ccc([N+](=O)[O-])cc1	6	-7%	-4%	27%	-2%	24%	13µM*	-5
O=C(COC(=O)c1cc(Cl)ccc1O)NNC(=O)c1ccccc1F	-8	1%	2%	8%	10%	/	0%	4
Cc1ccc(S(=O)(=O)Nn2c(C)ccc2C)cc1	40	14%	4%	8%	-2%	11%	26%	6
Cc1ccc(CCNC(=O)CNC(=O)c2cccs2)cc1	-19	4%	5%	-8%	0%	-8%	0%	-14
CC(C)(C)C(=O)N1CCN(c2ccc([N+](=O)[O-])cc2-n2cccc2)CC1	-13	5%	5%	-1%	-1%	10%	-3%	7
Cc1ccc(NC(=O)CS(=O)CC(=O)N(c2ccccc2F)C(C)C(=O)NC2CCCC2)cc1 (stereo unspecified)	-3	3%	-6%	-5%	3%	25%	-14%	15
O=C(COC(=O)c1ccc2ncsc2c1)NCc1ccc(Cl)cc1	-16	0%	3%	-27%	8%	27%	18%	-1
COc1ccc(CC(=O)NCc2nc(-c3ccccc3)no2)cc1	-13	-7%	0%	2%	5%	-2%	?	-3
O=C1NC(c2ccccc2)CCO1 (stereo unspecified)	16	-5%	4%	1%	-2%	-14%	16%	0
O=C(Nn1c(SCc2ccccc2F)nc2ccsc2c1=O)c1ccccc1	32	8%	10%	3%	-4%	/	6%	0
O=C(OCC(=O)N1CCOCC1)c1ccc[nH]c1=O	6	-6%	9%	-27%	-3%	-7%	-1%	-4
N#CC1=C2SCC(O)(c3ccccc3)N2C(=O)CC1c1cccs1 (stereo unspecified)	3	15%	17%	-19%	-5%	?	-12%	-11
Cc1cc(O)c(N=Nc2ccc(C(=O)O)cc2)cc1C	?	9%	-7%	-10%	-17%	-13%	-30%[inhibitor]	-8
More results.
SMILES	D3 antag	aSyn rescue	EPAC2 agonist	Abeta rescue	EPAC2 antag	FUS suppressor	TDP-43 yeast inh	DRD3 agonist
CCc1nc2ccc(C(=O)N(C)Cc3ccco3)cn2c1N(CC)Cc1cccc(Br)c1	7	0%	8%	-12%	?	9%	16%	-7
CCOc1ncccc1C(=O)Oc1ccc2c(c1)OCO2	7	2%	-10%	-6%	4%	-1%	15%	-3
Fc1ccc(Nc2nc(N3CCOCC3)nc(N3CCOCC3)n2)cc1Cl	-18	0%	-7%	6%	-4%	8%	1%	-2
COC(=O)c1cc2sccc2n1CC(=O)Nc1cc(OC)cc(OC)c1	-10	6%	5%	8%	-2%	-17%	-6%	3
Cc1ccc(-c2c[n+](CC(=O)OCc3ccccc3)c3n2CCC3)cc1	11	-2%	0%	-11%	11%	7%	-4%	-6
CCCn1ncc(CN2CCC(n3nccc3NC(=O)c3ccccc3Cl)CC2)c1C	7	1%	5%	3%	-8%	/	0%	-18
COc1ccc(-c2cc(C(=O)N/N=C(\C)c3cccnc3)c3ccccc3n2)cc1	?	-3%	11%	-11%	-3%	/	-24%	-39
O=C(CCNC(=O)Cn1ccc2ccccc2c1=O)NCCN1CCN(c2ccccc2F)CC1	0	0%	-4%	16%	7%	-5%	-9%	8

Not all compounds are listed; the hit share may differ from the screen's.
